Screening data deposited in PubChem by National Center for Advancing Translational Sciences (NCATS).
Abeta rescue = A-beta toxicity reversal in yeast; yeast expressing A-beta42, growth rescue, OD600, 48 h; response scale: 0% DMSO, 100% iron-clioquinol control; Potency, µM (highest dose often 46.1 µM), for the others: at the highest dose growth rescue, usual class: activators; hit rate 0.063% among 410,000; also: potency is read from the fitted curve at half-maximal effect; nearly all actives have a fitted effect of over 55% in size
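Yeast A-beta toxicity model in growth medium with pinned compounds, 48 h at 30 C; growth read as absorbance at 600 nm. Normalized to FeCl3/clioquinol equimolar mix (positive) and DMSO (negative).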
FUS suppressor = suppressors of FUS proteinopathy in yeast | S. cerevisiae FUS-expressing, growth rescue, OD600, 24 h | Potency, µM (series often up to 76.6 µM), for the others: top-dose growth rescue (activation), hits mostly activators | hit rate 0.24% among 390,000;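 also: potency is read from the fitted curve at half-maximal effect; plate controls were DMSO vehicle for no effect and reference control for full effect; nearly all actives have a fitted effect of over 55% in size; some results filed as inactive show a strong effect at the top dose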
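Steps: raffinose overnight preculture; dilution to OD 0.005 in 2% galactose minimal medium; compound addition (concentration series); 24hr at 30C, 99% humidity; absorbance read at 600 nm.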
EPAC2 ag = activates human EPAC2 exchange factor | EPAC2 activation, biochemical qHTS; response scale: 100% = 6.5 mM cAMP response | Potency, µM (series often up to 154 µM), for inactives: at the top dose activation, actives largely listed as activators | hit rate 0.079% among 360,000 | AID 720711; also: potency is read from the fitted curve at half-maximal effect; nearly all actives have a fitted effect of over 50% in size
Target sequence (Q8WZA2 whole entry, looked up): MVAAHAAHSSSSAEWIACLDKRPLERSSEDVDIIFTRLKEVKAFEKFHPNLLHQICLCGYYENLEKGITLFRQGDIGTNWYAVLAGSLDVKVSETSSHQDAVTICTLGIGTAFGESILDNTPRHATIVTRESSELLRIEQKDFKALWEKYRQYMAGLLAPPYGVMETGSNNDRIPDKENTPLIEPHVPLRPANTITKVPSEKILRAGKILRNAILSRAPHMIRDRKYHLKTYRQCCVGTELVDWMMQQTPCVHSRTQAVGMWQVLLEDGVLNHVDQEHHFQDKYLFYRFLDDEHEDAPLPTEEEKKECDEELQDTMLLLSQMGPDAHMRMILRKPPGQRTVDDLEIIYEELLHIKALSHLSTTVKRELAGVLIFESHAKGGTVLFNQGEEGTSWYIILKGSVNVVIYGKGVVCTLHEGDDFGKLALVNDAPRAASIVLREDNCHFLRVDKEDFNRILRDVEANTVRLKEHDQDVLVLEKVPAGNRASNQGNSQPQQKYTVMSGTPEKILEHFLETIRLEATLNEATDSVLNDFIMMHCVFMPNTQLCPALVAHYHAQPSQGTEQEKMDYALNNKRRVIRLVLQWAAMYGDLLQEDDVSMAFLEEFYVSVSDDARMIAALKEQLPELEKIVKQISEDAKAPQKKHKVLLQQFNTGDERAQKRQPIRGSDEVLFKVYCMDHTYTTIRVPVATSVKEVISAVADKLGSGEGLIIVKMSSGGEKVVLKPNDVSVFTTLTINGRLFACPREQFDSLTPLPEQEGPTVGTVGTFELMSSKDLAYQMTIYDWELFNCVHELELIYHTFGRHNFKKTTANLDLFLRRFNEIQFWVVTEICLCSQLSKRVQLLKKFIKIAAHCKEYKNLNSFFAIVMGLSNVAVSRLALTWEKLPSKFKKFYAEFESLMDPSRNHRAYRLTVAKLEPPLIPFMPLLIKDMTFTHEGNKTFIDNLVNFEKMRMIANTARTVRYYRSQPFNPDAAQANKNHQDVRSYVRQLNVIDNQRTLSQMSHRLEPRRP
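qHTS, titration series. 100 nM EPAC2 / 250 nM Rap1B-BODIPY-GDP / 50 uM GDP; RT; ex 480/em 540 nm, 5-min reads to 30 min. Norm. to 6.5 mM cAMP = activation.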
DRD3 agonist = activates the human D3 dopamine receptor. AID 652048. P35462. max activation, %. D3R DiscoveRx beta-arrestin cells, luminescence, 90 min. hit rate 0.58% among 410,000; in the data active = max activation above about 30%; also: 0% is about no effect; mostly tested at two doses, the higher about 12 µM
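Agonist-mode cell screen: cells plated at 1500/well and incubated overnight at 37 °C, then exposed to library compounds for 90 min at 37 °C. Detection reagent was added for 30–60 min at room temperature, and luminescence was read.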
aSyn yeast inh = alpha-synuclein toxicity inhibition in yeast; hit rate 0.14% among 370,000; Potency, µM (highest dose often 46.1 µM), without a hit: top-dose growth rescue (activation), usual class: activators; Yeast expressing alpha-synuclein, growth rescue, BacTiter-Glo, 24 h; also: potency is read from the fitted curve at half-maximal effect; % of control where 0% means no effect; nearly all actives have a fitted effect of over 65% in size
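Readout is rescue of growth in alpha-synuclein-expressing yeast, so inhibitors of toxicity appear as activators. Growth after 24 hr at 30 deg C in galactose medium is quantified by luminescence.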
TDP-43 yeast inh = inhibitors of TDP-43 toxicity in yeast | AID 652104 | hit rate 1.8% among 410,000 | TDP-43 expressing yeast growth rescue, BacTiter-Glo, 24 h | Potency, µM (series often up to 46.1 µM), inactives show top-dose growth rescue (activation), actives largely listed as activators; also: potency is read from the fitted curve at half-maximal effect; % of control where 0% means no effect; nearly all actives have a fitted effect of over 50% in size
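Cell-based yeast growth screen: TDP-43 expression induced in galactose, inoculum OD600=0.02 after raffinose pregrowth to mid-log. Read-out BacTiter-Glo luminescence at 24 hr, 30 deg C; inhibition of toxicity seen as signal increase.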
EPAC2 antagonist = EPAC2 (human) antagonism; Q8WZA2; EPAC2 GEF exchange of Rap1B-BODIPY-GDP, fluorescence; Potency, µM (series often up to 114 µM), for the others: at the top dose activity, negative = inhibition, actives largely listed as inhibitors; hit rate 0.18% among 360,000; also: potency is read from the fitted curve at half-maximal effect; % is scaled to controls: 0 for no effect and ±100 for the full control effect; nearly all actives have a fitted effect of over 45% in size; many of its hits are not listed in these tables
DRD3 antagonist = D3 dopamine receptor (human) antagonism. P35462. D3R cells, DiscoveRx beta-arrestin luminescence, antagonist mode; stronger effect = lower value. max response, negative = inhibition, %. hit rate 2.5% among 360,000; in the data active = max response below about -50%; inconclusive = no clear call, values can overlap the other calls; also: % is scaled to controls: 0 for no effect and ±100 for the full control effect; mostly tested at two doses, the higher about 12 µM
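Cells plated overnight at 1500 cells/well, then exposed to library compounds with dopamine controls for 90 minutes at 37 degrees C. DiscoveRx reagent added for 30–60 minutes at room temperature; luminescence read, quantitative HTS format.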
* = called active by the depositor; ? = inconclusive; . = no result given; & = joins results of further samples; [ ] = another dose, or the depositor's remark. Unless noted, calls follow the shape of the dose curve; as a rule, active = well fitted curve in the direction sought with a large enough effect; inconclusive = small, poorly fitted or top-dose-only effect, or another doubt; inactive = no such curve, though single readings can be large; an effect the other way counts as inactive or inconclusive.

Values run as follows: Abeta rescue, FUS suppressor, EPAC2 ag, DRD3 agonist, aSyn yeast inh, TDP-43 yeast inh, EPAC2 antagonist, DRD3 antagonist
1) Cc1cc(C)n(-c2nc(C)c(C)c(=O)n2CC(=O)Nc2ccc([N+](=O)[O-])cc2)n1
 : -4%, -5%, ., -2, ., 21%, ., .
2) CSc1ccc(S(=O)(=O)Nc2ccc3c(c2)OCCO3)cc1
 : 9%, 9%, 14%, 3, -17%, 11%, ?, 8
3) Cc1cccc(N2CC(C(=O)Nc3ccc(S(=O)(=O)N4CCOCC4)cc3)CC2=O)c1C (stereo not given)
 : 7%, 19%, 7%, 21, -1%, -3%, 10%, 19
4) O=C1CCCc2ccccc2N1Cc1ccc(F)cc1
 : -18%, -39%, -2%, 6, 4%, 0%, -23%, -4
5) CCOc1ccc(NC(=O)c2cnc(Nc3ccccc3OC)c3ccccc23)cc1
 : -9%, -19%, ., 1, ., 18%, ., .
6) O=C(CN1C(=O)CCS(=O)(=O)c2ccccc21)NCc1ccc(F)cc1
 : 2%, 0%, 0%, -4, -1%, -11%, 3%[57.1 µM], 16
7) CCCOc1ccc(F)cc1-c1cc(C(=O)NCc2ccccc2OC)[nH]n1
 : 5%, 27%, 8%, -10, 19%, 35µM*, 8%, 7
8) CCCc1ccc(OCC(O)CN2CCN(c3ccccc3)CC2)cc1 (stereo not given)
 : 4%&-5%, 5%&18%, 2%&-3%, 68*, 1%&0%, -7%&-13%, 1%&8%, ?
9) CCC1CCCCN1CCCNC(=O)c1cn(C)c2ccc(S(=O)(=O)N3CCOCC3)cc2c1=O (stereo not given)
 : 13%, 12%, -4%, -2, 5%, 9%, -1%, 8
10) COCCCNC(=O)C[C@@H]1C[C@@]2(C(=O)OC)CCCCC=C2N(Cc2cccc3ccccc23)C1=O
 : -3%, 34%, 16%, 0, -1%, 18%, 4%, -1
11) Cc1ccccc1-n1c(SCC(=O)N/N=C/C=C/c2ccccc2[N+](=O)[O-])nc2ccccc2c1=O
 : -8%, 36%, 4%, 2, 1%, -19%, 0%, 0
12) CCCCn1c(N)c(N(CCC(C)C)C(=O)c2ccc(-c3ccc([N+](=O)[O-])cc3)o2)c(=O)[nH]c1=O
 : 7%, -5%, -15%, -2, 0%, 9%, -4%, 0
13) Cc1nn(CC(=O)NCCCc2ccccc2)c(=O)c2cc3occc3n12
 : -4%, -36%, -3%, 2, 3%, 21%, 6%, 0
14) CCCN(CCC)c1ccc(CC(=O)NC(C)Cc2ccccc2)cc1 (stereo not given)
 : ?, -2%, 2%, 3, -1%, -5%, -10%, 7
15) CCCN(c1ccccc1F)S(=O)(=O)c1cc(-c2cc(C)no2)ccc1C
 : -10%, 36%, ., 12, ., 4%, ., .
16) Cc1ccc(C2(C)NC(=O)N(CC(=O)NCCC3=CCCCC3)C2=O)cc1 (stereo not given)
 : -5%, 6%, 4%, 1, 6%, 8%, -5%, -8
17) COc1ccc(CNc2ncnc3cc(Cl)ccc23)cc1
 : 2%, -29%, -8%, 5, 2%, ?, -2%, 3
18) CC(C)(C)c1ccc(C(=O)CCC(=O)NCc2ccccc2)cc1
 : 13%, 31%, 8%, -9, ?, 27%, -10%, -4
19) N/C(=N\OC(=O)CC1CCCCC1)c1cccnc1
 : 10%, 12%, 1%, -1, 10%, -1%, 5%, -151*
20) Cc1cc(C(=O)NNC(=O)c2cccc(Cl)c2)no1
 : 14%, -24%, 7%, 4, 2%, 7%, 2%, 8

Values run as follows: Abeta rescue, FUS suppressor, EPAC2 ag, DRD3 agonist, aSyn yeast inh, TDP-43 yeast inh, EPAC2 antagonist, DRD3 antagonist
21) CC1CCCC(NC(=O)CNC(=S)N(Cc2ccccc2)Cc2cccs2)C1C (stereo not given)
 : ?, 25%, 0%, -7, 2%, 20%, -10%, 8
22) Cc1ccc(NC(=O)COC(=O)CCc2c[nH]c(=O)[nH]2)cc1
 : -14%, 28%, 2%, 2, -7%, -8%, 19%, -13
23) COc1ccccc1CNS(=O)(=O)c1c(C)[nH]c(C)c1C(=O)N1CCCC1
 : 3%, 3%, 5%, 7, 0%, 2%, 2%, -1
24) C/C(=N\NC(=O)c1cccs1)c1cccnc1
 : 6%, 2%, 11%, -6, 2%, 3%[9.22 µM], 3%, 0
25) CN(C)c1ccc(NC(=O)c2ccc(N3CCOCC3)nc2)cc1
 : 2%, 34%, 5%, 5, -9%, 2%, 16%, -4
26) CCN1CCc2nc3ccccc3c(C(=O)Nc3ccc(F)cc3)c2C1
 : -2%, -2%, 13%, -12, 1%, 2%, -1%, 0
27) O=C(c1ccc2nccnc2c1)N1CCN(Cc2ccc3c(c2)OCO3)CC1
 : -3%, 1%, 14%, 0, -1%, -17%, -1%, 15
28) COc1ccc(C(=O)Nc2ccccc2N2CCOCC2)cc1[N+](=O)[O-]
 : 6%, ., 1%, 3, 1%, ?, 4%, -5
29) CCO[C@@H]1OC(C(=O)O)=C[C@H](c2ccc3c(c2)OCO3)[C@H]1CCCO
 : -5%, -15%, 8%, 2, -5%, ?, 10%, -9
30) O=C(CCNS(=O)(=O)c1ccccc1)OCC(=O)c1ccc(Cl)cc1
 : 4%, 8%, -2%, 2, 1%, 16%, -3%, 11
31) CC(C)(C)OC(=O)C[C@@H]1C/C=C\C[C@@H](CC(=O)N[C@H](CO)Cc2ccccc2)C(=O)NCCOC1=O
 : 0%, 14%, 10%, -1, -8%, 10%, -19%, -18
32) CCCN1CNC(=S)N(Cc2ccccc2)C1
 : 4%, ., 10%, -1, 0%, 23%, 5%, -29
33) O=C(Cc1cccs1)N1CCN=C1SCc1cccc(F)c1
 : 13%, -3%, 6%, 1, 10%, 9%, -8%, 1
34) CN(C)/C=C/C(=O)c1cccc(Cl)c1
 : -87%[inhibitor], 8%, -1%, 1, -45%[inhibitor], -78%[inhibitor], -4%, -15
35) O=C(NCc1cccs1)c1ccc(CSc2nc3ccncc3n2Cc2cccc(F)c2)cc1
 : -4%, 19%, ., -28, ., 2%, ., .
36) Cc1ccc(C)c(NC(=O)CN(C)C(=O)c2ccncc2)c1
 : 5%, -9%, 14%, 7, 0%, 4%, 6%, -6
37) Cc1ccc(C2C(=O)c3ccccc3C2=O)cc1
 : -5%, 2%, 22%, -1, 3%, 0%, 0%, -26
38) CCOc1c(Br)cc(C2NS(=O)(=O)N=C3CCCCCN32)cc1OC (stereo not given)
 : 19%, -3%, 3%, 4, 3%, -1%, 8%, 10
39) CC(=O)Nc1cccc(NC(=O)C2CC(=O)N(CCc3ccc(F)cc3)C2)c1 (stereo not given)
 : -6%, 13%, 7%, 0, -2%, -17%, 9%, 4
40) Clc1ccccc1Cc1noc(CN2CCN(c3cnccn3)CC2)n1
 : 25%, 9%, 20%, -12, 4%, ?, 2%, -7

Values run as follows: Abeta rescue, FUS suppressor, EPAC2 ag, DRD3 agonist, aSyn yeast inh, TDP-43 yeast inh, EPAC2 antagonist, DRD3 antagonist
41) CCOC(=O)c1cc2cc(OC)ccc2n1C1CCN(C)CC1
 : -9%, -16%, 4%, -15, -7%, 18%, 0%, -93*
42) CNC(=O)N1c2ccccc2NC(=O)CC1C (stereo not given)
 : -28%, 3%, 5%, 1, -4%, -1%, 2%, -11
43) O=C(Nc1ccccc1N1CCCCC1)c1ccc(Cl)cc1
 : -27%, 20%, 12%, 10, -30%, ?, -20%, 3
44) Nc1nc2ccc(N3CCOCC3)cc2s1
 : -8%, -1%, -11%, -9, -4%, -1%, 3%, -76*
45) COc1ccc(-n2nc(C(=O)Nc3nc4ccc(OC)cc4s3)c3ccccc3c2=O)cc1
 : 1%, ., 7%, 4, -4%, 3%, 1%, 12
46) Cc1ccc(S(=O)(=O)n2nc(-c3ccccc3)nc2NCc2ccccc2Cl)cc1
 : -6%, 16%, ., -15, ., -24%, ., .
47) CS(=O)(=O)N1CCN(C(=O)Cc2ccccc2)CC1
 : 12%, -6%, -3%, -1, 2%, 13%, 4%, 10
48) CCOc1ccc(N2Nc3n[nH]c(N)c3N2)cc1
 : -8%, 41%, 7%, -6, -1%, 8%, 8%, -26
49) Cc1cc(C)c2c(n1)nn1c(NCCOCCO)cc(C)nc21
 : -3%, -11%, 4%, -5, -4%, -4%, -5%, 6
50) COc1ccc(C2=Nn3c(nnc3-c3ccccc3Cl)SC2)cc1OC1CCOC1 (stereo not given)
 : -13%, 3%, -3%, ., ., ., 10%, .
51) CCn1c(C)c(C)c2cc(C(=O)Nc3cccc(Cl)c3)ccc21
 : -20%, -23%, 0%, -2, 11%, -14%, -1%, 1
52) CCOC(=O)C1CCN(C(=O)COC(=O)COc2ccccc2OC)CC1
 : 7%, -18%, 6%, 2, -4%, -1%, 3%, 14
53) Nc1cc(S(=O)(=O)C(F)(F)F)ccc1C(=O)O
 : 8%, -4%, 3%, -8, 1%, -21%, -9%, ?
54) COC(=O)[C@]12CCCCC=C1N(Cc1cccc3ccccc13)C(=O)[C@H](CC(=O)N1CCN(C(=O)C3CC3)CC1)C2
 : 1%, 49%, 4%, -2, 20%, 0%, -14%, -1
55) COc1ccc(NC(=O)CC2C(=O)N(Cc3ccco3)C(=S)N2C(C)C)cc1 (stereo not given)
 : 2%, 2%, -1%, -6, -2%, -8%, 11%, 5
56) Cc1ccc(C)c2[nH]c(=O)c(CN(Cc3nnnn3C3CCCCC3)CC3CCCO3)cc12 (stereo not given)
 : 2%, 17%, -3%, -9, 9%, -29%, -1%, -13
57) Cc1cc2n(n1)CCCN2C(=O)Nc1ccc(Cl)cc1
 : 8%, -3%, ., 1, ., 18%, ., .
58) Clc1cccc(Cl)c1/C=N\Nc1nccs1
 : -20%, 1%, 11%, -3, -31%[inhibitor], 30%, 5%, -11
59) CCC1(CC)NC(=O)N(CC(=O)OCn2nnc3ccccc3c2=O)C1=O
 : 0%, 2%, -1%, 2, 1%, 6%, -3%, 15
60) O=C(OC1CCOC1=O)c1ccc(CO)cc1 (stereo not given)
 : 11%, -2%, 6%, 6, -2%, -1%, 8%, 0
61) O=C(NCC1CCCCC1)c1ccc(F)cc1Cl
 : 4%, 4%, 5%, -2, 1%, 6%, -1%, -3
62) N/C(CN1CCCCC1)=N\S(=O)(=O)c1cc(Cl)cc(Cl)c1
 : 5%, -10%, 10%, 4, -20%, -17%, 5%, -20
63) Cc1c(C(=O)N(CCC#N)c2ccccc2)sc2nc3n(c(=O)c12)CCCC3
 : 4%, -8%, 0%, -17, ?, -9%, 3%, 13

Only part of the results is shown (hit frequency here may not be typical).
